mIAP activ – mouse IAP activation; muIAP, CDP-Star luminescence, 30 min; hits give high values; 1 = vehicle-only enzyme signal, 0 = enzyme-free wells; activation factor at 10 µM; actives 0.24% (n = 330,000);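 active = activation factor of at least 2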; note: the source names both 10 and 20 µM as test concentration; values of inactives mirror those of a sister screen read the other way
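also added = chemiluminescent substrate CDP-Star | test system = mouse IAP enzyme | signal = chemiluminescence readout | compound = DMSO-dissolved test compounds | incubation = 30 min at room temperature | benchmarks = DMSO wells, no-enzyme wells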
mIAP inh – blocks mouse intestinal alkaline phosphatase; purified mouse IAP, CDP-Star luminescence, 30 min; inhibition, % at 10 µM; actives 0.2% (n = 330,000);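 active = inhibition of at least 40% at 10 µM in the primary screen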;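 note: plate controls were DMSO with enzyme for no effect and no enzyme wells for full effect; values of inactives mirror those of a sister screen read the other way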
A3A deaminase – human APOBEC3A DNA deaminase inhibition; AID 493011; recombinant A3A, FAM/TAMRA ssDNA deamination fluorescence; P31941; actives 0.41% (n = 330,000); inhibition, % at 20 µM;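 active = at least 40% inhibition at 20 µM here, with at most 30% in a related deaminase screen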;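 note: plate controls were A3A with DMSO for no effect and wells lacking A3A enzyme for full effect; some results filed as inactive read as strong as hits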
Target sequence (P31941 whole entry, looked up): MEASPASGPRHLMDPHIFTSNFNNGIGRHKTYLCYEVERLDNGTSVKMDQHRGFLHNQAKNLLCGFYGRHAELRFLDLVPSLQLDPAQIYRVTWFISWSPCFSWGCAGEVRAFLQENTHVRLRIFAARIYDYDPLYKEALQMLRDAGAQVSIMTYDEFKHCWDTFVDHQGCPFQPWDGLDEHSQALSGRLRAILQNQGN
hIAP block – blocks human intestinal alkaline phosphatase; actives 0.12% (n = 330,000); inhibition, % at 10 µM; P09923; purified IAP, CDP-Star luminescence, 30 min;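 active = inhibition reaching a set limit with compound at 10 µM in the primary screen, cut at about 35% in these data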;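 note: plate controls were DMSO wells with enzyme for no effect and no-enzyme buffer wells for full effect; values of inactives mirror those of a sister screen read the other way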
Target sequence (P09923 whole entry, looked up): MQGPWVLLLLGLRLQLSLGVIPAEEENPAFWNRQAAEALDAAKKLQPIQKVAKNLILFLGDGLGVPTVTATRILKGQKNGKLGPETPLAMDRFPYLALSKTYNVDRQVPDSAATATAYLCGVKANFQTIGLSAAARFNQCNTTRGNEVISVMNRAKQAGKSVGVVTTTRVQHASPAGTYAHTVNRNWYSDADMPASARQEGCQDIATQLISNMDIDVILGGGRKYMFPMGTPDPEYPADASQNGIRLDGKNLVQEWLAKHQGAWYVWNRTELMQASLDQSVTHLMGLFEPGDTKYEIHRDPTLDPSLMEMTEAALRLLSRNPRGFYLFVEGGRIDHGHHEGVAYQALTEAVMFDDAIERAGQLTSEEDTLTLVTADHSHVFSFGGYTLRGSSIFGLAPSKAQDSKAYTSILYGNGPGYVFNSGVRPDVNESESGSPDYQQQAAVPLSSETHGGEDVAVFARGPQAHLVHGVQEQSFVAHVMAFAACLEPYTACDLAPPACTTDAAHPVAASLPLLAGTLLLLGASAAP
GRIN3A LBD mod – modulates the human NR3A ligand-binding domain | NR3A LBD differential scanning fluorimetry, Tm shift; 0% = protein alone, 100% = glycine-bound protein | Tm shift relative to glycine control, % at 25 µM | actives 2.5% (n = 340,000);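 active = melting temperature shift of at least 10% of the positive control shift, at one fixed dose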
beta cell repl – induces beta-cell replication in MIN6 cells; MIN6 cells proliferation, ATPlite luminescence, 48 h; cells starved in 0.2% serum; 100% = growth in 10% serum; proliferation, % at 10 µM; actives 0.29% (n = 330,000); AID 2380;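 active = compounds whose signal lies at least 3.5 SD above the mean of all wells on their plate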;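 note: 0% = DMSO-treated cells in low-serum medium and 100% = 10% serum control; some compounds called inactive have numbers as strong as hits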
A3G deaminase – blocks human APOBEC3G single-stranded DNA deamination. Q9HC16. recombinant A3G, ssDNA deamination FAM/TAMRA fluorescence. inhibition, % at 20 µM. actives 0.28% (n = 330,000). AID 493012;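 active = inhibition of at least 40% at 20 µM, with no more than 30% in the related APOBEC3A deaminase screen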;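 note: plate controls were DMSO wells with A3G for no effect and wells lacking A3G enzyme for full effect; some compounds called inactive have numbers as strong as hits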
Target sequence (Q9HC16 whole entry, looked up): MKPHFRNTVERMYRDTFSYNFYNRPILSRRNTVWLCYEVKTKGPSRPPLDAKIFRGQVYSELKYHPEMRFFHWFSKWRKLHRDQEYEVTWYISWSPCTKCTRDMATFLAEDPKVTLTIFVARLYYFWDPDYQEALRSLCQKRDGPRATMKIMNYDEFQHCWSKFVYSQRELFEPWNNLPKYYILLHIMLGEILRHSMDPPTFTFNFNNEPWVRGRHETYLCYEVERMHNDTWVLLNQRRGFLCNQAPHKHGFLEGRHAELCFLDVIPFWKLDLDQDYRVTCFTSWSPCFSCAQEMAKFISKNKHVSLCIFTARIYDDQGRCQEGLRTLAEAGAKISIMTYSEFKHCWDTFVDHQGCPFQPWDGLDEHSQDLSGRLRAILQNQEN
hIAP activ – human IAP activation; P09923; purified human IAP, CDP-Star luminescence, 30 min; hits give high values; 1 = vehicle-only enzyme, 0 = enzyme-free background; activation factor at 10 µM; actives 0.16% (n = 330,000); AID 2524;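 active = activation factor of the enzyme at least 2-fold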; note: the source names both 10 and 20 µM as test concentration; values of inactives mirror those of a sister screen read the other way
MPTP inh – inhibitors of mitochondrial permeability transition pore. isolated mouse mitochondria, Ca2+ swelling absorbance, 30 min. inhibition, % at 10 µM. actives 1.4% (n = 360,000). AID 602449;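 active = inhibition of 50% or more, scaled per plate between neutral and stimulator controls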;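 note: 0% = DMSO wells given calcium and 100% = 1 mM EGTA wells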
Starred values were filed as active, the others as inactive.

SMILES | mIAP activ | mIAP inh | A3A deaminase | hIAP block | GRIN3A LBD mod | beta cell repl | A3G deaminase | hIAP activ | MPTP inh
COc1ccccc1OCc1cc(-c2ccccc2)no1 | 0.94 | 6 | -1 | 5 | 0 | -2 | -3 | 0.95 | -1.3
Cc1ccc(Sc2ccc(N)cc2C#N)cc1 | 0.96 | 4 | -3 | -17 | -13 | -1 | -8 | 1.2 | 1.2
C=CCNc1nc(Cl)nc(Nc2ccc(OC)cc2OC)n1 | 1 | -1 | -1 | 9 | 2 | 1 | -9 | 0.91 | 0.4
CC1=CC(C)(C)n2c(O)c(N=NC(N)=S)c3c(C)ccc1c32 | 0.77 | 24 | 0 | -11 | -13 | 0 | -5 | 1.1 | 1.9
CCc1cccc(C)c1NC(=O)Cc1ccsc1 | 1.1 | -8 | -2 | -19 | 1 | -1 | -10 | 1.2 | 2.1
COc1ccc(-c2c(C(F)(F)F)nn(C)c2NC(C)=O)cc1 | 0.87 | 13 | -2 | 6 | 0 | 7 | -5 | 0.94 | 1.4
Cc1cccc(NS(=O)(=O)c2cccc([N+](=O)[O-])c2)n1 | 0.99 | 1 | -3 | 5 | 2 | -1 | -11 | 0.95 | -0.1
Cc1ccc2c(N)[nH]nc2n1 | 1.1 | -7 | 14 | 3 | 0 | 1 | 5 | 0.97 | 0.3
CCCn1c2c(c(=N)c3c1CCC3)CCC2 | 0.98 | 2 | 71* | 4 | 1 | -2 | 27 | 0.95 | 1.1
CCCCNC(=O)/C(C#N)=C/c1ccc(F)cc1F | 1 | -4 | 1 | 10 | 2 | -2 | -6 | 0.9 | -1.3
CCCCCn1c(Br)nc2c1c(=O)n(CC(N)=O)c(=O)n2C | 0.95 | 4 | -1 | 12 | 1 | 1 | -2 | 0.88 | -3.2
CCc1ccc(-n2c(C)cc(/C=N/NC(=O)c3ccncc3)c2C)cc1 | 0.93 | 7 | 15 | -22 | -2 | -3 | -5 | 1.2 | 0.2
O=C(CCNS(=O)(=O)c1ccc(Br)s1)NCc1ccc2c(c1)OCO2 | 0.91 | 9 | -2 | 2 | 1 | 3 | -10 | 0.98 | -0.7
Cc1cc(OCC(=O)OCC(=O)N(C)Cc2ccccc2C)ccc1Cl | 1 | -1 | 1 | -14 | -1 | 8 | -7 | 1.1 | 0.4
C/C(=N/NC(=O)CNc1ccc(C)cc1)c1ccc(Cl)cc1 | 0.81 | 19 | 0 | -3 | -4 | -2 | -1 | 1 | 3.1
Cc1ccc(N=C2N=C(N)c3ccccc32)c(C)c1 | 0.91 | 9 | 1 | -1 | -3 | -1 | -3 | 1 | -3.9
C/C(=N/NC(=O)c1ccc(-c2ccccc2)cc1)c1cc(O)cc(O)c1 | 0.93 | 8 | -2 | -18 | -12 | -3 | -4 | 1.2 | -0.2
O=C(NCc1cccc(Cl)c1)c1cccc(S(=O)(=O)N2CCCCC2)c1 | 0.99 | 1 | 6 | 1 | -5 | -3 | -1 | 0.99 | -2.4
CCCC(=O)Nc1nnc(/C=C/c2ccccc2)s1 | 1.1 | -5 | -2 | -1 | -1 | -1 | -5 | 1 | 0.8
COc1ccc(OC)c(CCNC(=O)CS(=O)(=O)Cc2nc(-c3ccc(C)cc3)oc2C)c1 | 1.1 | -13 | -2 | 10 | 1 | -4 | -8 | 0.9 | 23

Quoted from the listing (two entries):
SMILES | mIAP activ | mIAP inh | A3A deaminase | hIAP block | GRIN3A LBD mod | beta cell repl | A3G deaminase | hIAP activ | MPTP inh
COc1ccccc1OCc1cc(-c2ccccc2)no1 | 0.94 | 6 | -1 | 5 | 0 | -2 | -3 | 0.95 | -1.3
Cc1ccc(Sc2ccc(N)cc2C#N)cc1 | 0.96 | 4 | -3 | -17 | -13 | -1 | -8 | 1.2 | 1.2

More structures follow:
SMILES | mIAP activ | mIAP inh | A3A deaminase | hIAP block | GRIN3A LBD mod | beta cell repl | A3G deaminase | hIAP activ | MPTP inh
C#CCOc1c(Br)cc(/C=C2/C(=O)ON=C2C)cc1OC | 0.98 | 2 | -2 | -6 | -1 | 1 | -1 | 1.1 | 0.9
CC(Sc1nnc(C(C)Oc2ccccc2F)o1)C(=O)NCc1ccc2c(c1)OCO2 (centres undefined) | 0.9 | 10 | 0 | -2 | 1 | -5 | -5 | 1 | -0.9
S=C(NCCc1ccccc1)Nc1ccccc1Cl | 0.98 | 2 | 5 | 4 | 1 | 0 | -6 | 0.96 | 0.6
O=C(Nc1ccccc1)N(C1=NCCC1)c1ccccc1 | 1 | 0 | -3 | 3 | 1 | 4 | -11 | 0.97 | 2.4
COc1nc(NS(=O)(=O)c2ccc(C)cc2)nc(C)c1Cl | 0.66 | 34 | -1 | 8 | -1 | 0 | -5 | 0.92 | -1.2
CCOC(=O)N1CCN(C(=O)c2ccccc2N(Cc2ccccc2)S(=O)(=O)c2ccccc2)CC1 | 0.98 | 2 | -2 | -8 | -2 | 0 | -8 | 1.1 | 1.2
CCN(NC(=O)C(O)(c1ccc(F)cc1)c1ccc(F)cc1)C(=O)c1ccccc1 | 1.1 | -6 | -6 | -3 | -1 | 3 | -10 | 1 | 0.6
Cc1cc(C)c(C#N)c(SCC(=O)Nc2ccccc2)n1 | 1.1 | -10 | 2 | 8 | -1 | 0 | 6 | 0.92 | -0.3
COC(=O)c1ccc(COc2ccc(-c3nnn(CC(N)=O)n3)cc2)cc1 | 1 | -5 | 5 | -4 | -6 | -2 | 5 | 1 | 0.6
COC(=O)c1cc(Br)c(=O)n(Cc2ccc3c(c2)OCO3)c1 | 0.99 | 1 | -4 | 3 | 0 | -3 | -2 | 0.97 | 0.4
O=C(NCCO)c1ccc(CSc2nc3ccccc3[nH]2)cc1 | 0.99 | 1 | 2 | 4 | 1 | 0 | -3 | 0.96 | 1.1
CCNC(=O)CC(=O)Nc1ccccc1C(=O)O | 1.1 | -6 | -1 | -4 | 0 | -2 | -2 | 1 | 0.2
C(=C\c1ccccc1)/C=N/n1cnnc1 | 1 | 0 | -2 | 14 | 1 | -3 | -3 | 0.86 | 1.6
COc1ccc(Cl)cc1NC(=O)CSc1nnc(Cn2c(=O)sc3ccccc32)n1C | 0.92 | 8 | -4 | 8 | 2 | -3 | -8 | 0.92 | -2.6
COC(=O)c1ccc(N2CCN(S(=O)(=O)c3ccc(Br)cc3)CC2)c([N+](=O)[O-])c1 | 0.87 | 13 | 0 | -1 | 0 | -1 | 0 | 1 | 3.5
O=C(CN(C(=O)CCNC(=O)c1ccco1)c1ccccc1)NC1CCCC1 | 1 | -5 | -2 | -5 | -2 | -3 | -5 | 1.1 | -0.5
O=C(CSc1ncn(-c2ccccc2)n1)Nc1nccs1 | 0.84 | 16 | 36 | 1 | 0 | -1 | 4 | 0.99 | -1.0
COc1ccc(S(=O)(=O)NC(C)C(=O)NCC2CCCO2)cc1OC (centres undefined) | 1.1 | -5 | 4 | 3 | -2 | 1 | -3 | 0.97 | -1.3
CCCCN(C(=O)c1ccc(C)c(S(=O)(=O)N2CCOCC2)c1)c1c(N)n(CC(C)C)c(=O)[nH]c1=O | 1.1 | -7 | 6 | -4 | -1 | -2 | -1 | 1 | -0.4
Cc1ccccc1OCC(=O)NN1C(=O)C2C3C=CC(O3)C2C1=O (centres undefined) | 0.9 | 10 | 0 | -15 | 0 | -2 | -3 | 1.1 | -1.0

A3A deaminase: what is marked active above
Molecule | mIAP activ | mIAP inh | A3A deaminase | hIAP block | GRIN3A LBD mod | A3G deaminase | hIAP activ | MPTP inh
CCCn1c2c(c(=N)c3c1CCC3)CCC2 | 0.98 | 2 | 71* | 4 | 1 | 27 | 0.95 | 1.1

4 records picked at random from those above:
SMILES | mIAP activ | mIAP inh | A3A deaminase | hIAP block | GRIN3A LBD mod | beta cell repl | A3G deaminase | hIAP activ | MPTP inh
COc1ccc(S(=O)(=O)NC(C)C(=O)NCC2CCCO2)cc1OC (centres undefined) | 1.1 | -5 | 4 | 3 | -2 | 1 | -3 | 0.97 | -1.3
O=C(CSc1ncn(-c2ccccc2)n1)Nc1nccs1 | 0.84 | 16 | 36 | 1 | 0 | -1 | 4 | 0.99 | -1.0
CC1=CC(C)(C)n2c(O)c(N=NC(N)=S)c3c(C)ccc1c32 | 0.77 | 24 | 0 | -11 | -13 | 0 | -5 | 1.1 | 1.9
COc1ccccc1OCc1cc(-c2ccccc2)no1 | 0.94 | 6 | -1 | 5 | 0 | -2 | -3 | 0.95 | -1.3

The results go on:
SMILES | mIAP activ | mIAP inh | A3A deaminase | hIAP block | GRIN3A LBD mod | beta cell repl | A3G deaminase | hIAP activ | MPTP inh
Cn1nc(C(C)(C)C)cc1NC(=O)Nc1cc(Cl)cc(Cl)c1 | 1.4 | -40 | 2 | 11 | 10 | -4 | -3 | 0.89 | 84*
Cc1ccc(-c2nn(-c3ccccc3)cc2/C=N/O)cc1 | 0.92 | 8 | -3 | 9 | -9 | -4 | -7 | 0.91 | 0.6
COc1cc(-n2c(=O)c3ccccc3n(Cc3cccnc3)c2=O)cc(OC)c1OC | 1 | 0 | 1 | -11 | -3 | -1 | -1 | 1.1 | -2.4
C=CCN(CC(=O)Nc1cccnc1)S(=O)(=O)c1ccc(Cl)cc1 | 0.97 | 3 | 1 | 15 | 1 | -4 | -4 | 0.85 | -0.8
COc1cc(NC(=O)c2ccccc2)c(OC)cc1Cl | 1 | 0 | -2 | 6 | -1 | -1 | -4 | 0.94 | -3.4
COCCNC(=O)CCCC(=O)NCCOC | 1.1 | -11 | 2 | -12 | -4 | 0 | 5 | 1.1 | -0.1
COc1ccc(/C=N/NC(=O)Cc2cc(OC)c(OC)cc2[N+](=O)[O-])cc1 | 0.95 | 5 | -2 | 11 | 0 | 3 | -1 | 0.89 | 0.2
COc1ccc(N(C)C(=O)c2cc3c(s2)-c2ccccc2OC3)c(OC)c1 | 1 | 0 | 1 | -3 | -3 | -3 | -5 | 1 | -2.2
COc1cc([N+](=O)[O-])cc(/C=N/NC(=O)Cn2cncn2)c1O | 0.78 | 22 | 3 | -44 | 0 | -4 | 0 | 1.4 | -4.8
COC(=O)C1=C(C)N(C)C(=S)NC1c1ccccc1 (centres undefined) | 1 | -1 | -2 | 9 | 1 | 0 | -5 | 0.91 | -1.1
Cc1cccc(N2CCN(C(=O)C(C)C)CC2)c1C | 1 | -5 | -4 | 2 | 2 | 0 | -7 | 0.98 | -1.6
COc1nc(N)c(S(=O)(=O)c2ccccc2)cc1C#N | 1 | -1 | -1 | 6 | 1 | -1 | 0 | 0.94 | -0.2
O=C(COC(=O)[C@H](Cc1ccccc1)NC(=O)c1cccs1)Nc1c(Cl)cccc1Cl | 1 | -1 | 0 | 7 | -5 | 0 | 0 | 0.93 | 0.3
Cc1ccc(CNC(=O)c2cc(S(=O)(=O)N3CCCCC3)ccc2N2CCOCC2)cc1 | 0.97 | 3 | -2 | -14 | 1 | -5 | -7 | 1.1 | -1.2
CNC(=O)C1CCN(S(=O)(=O)c2c(C)noc2/C=C/c2ccc(C)cc2)CC1 | 0.91 | 9 | -3 | 5 | 79* | -1 | -3 | 0.95 | 0.4
COc1ccc(Cl)c(Cn2c(NCC(C)O)nc3c2c(=O)n(C)c(=O)n3C)c1 (centres undefined) | 1 | -2 | -4 | -9 | 0 | 0 | -9 | 1.1 | -0.7
Cc1ccc(Oc2nc3ccccc3n3cccc23)cc1 | 0.94 | 6 | -3 | 7 | -9 | -4 | -11 | 0.93 | 1.3
COCCNC(=O)c1ccccc1NC(=O)c1ccccc1SC | 1 | -2 | -2 | -15 | 1 | -2 | -4 | 1.2 | -1.1
Cc1cccc(C(=O)NCC(=O)OCC(=O)N(C)CC(=O)Nc2ccccc2Cl)c1 | 1 | -3 | -2 | -6 | -1 | -3 | -3 | 1.1 | -0.2

Screens deposited in PubChem BioAssay by Sanford-Burnham Center for Chemical Genomics.
